High-throughput results from PubChem.
MEP2-GFP yeast – modulators of TOR pathway MEP2-GFP in S. cerevisiae | S. cerevisiae MEP2-GFP strain, flow cytometry GFP, 3 h; 100% = DMSO control level | GFP response vs DMSO, % at 10 µM | 330,000 compounds, 0.51% hits | AID 2016;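 active = GFP response versus DMSO above a set limit, roughly screen mean plus 3 SD, cut at about 180% in these data; inconclusive = fewer than 70 cells counted for a yeast strain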;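 also: median GFP fluorescence of the barcode-gated MEP2-GFP cells per well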
RPL19A-GFP yeast – yeast TOR pathway RPL19A-GFP modulation. S. cerevisiae RPL19A-GFP strain, flow cytometry, 3 h; stronger effect = lower value. percent response vs DMSO, % at 10 µM. 330,000 compounds, 0.3% hits. AID 2025;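 active = percent response vs DMSO below 50%; inconclusive = fewer than 70 events counted for the yeast strain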;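 also: median channel GFP fluorescence of the barcoded RPL19A-GFP strain; ratio of sample median GFP to plate DMSO average so 100% = DMSO; lower means less RPL19A-GFP as with rapamycin TOR inhibition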
AHR act – activates the human aryl hydrocarbon receptor; AHR-responsive luciferase reporter cells, luminescence; activation, % at 5 µM; 320,000 compounds, 2.5% hits; AID 2796; in the data active = activation above about 47%;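 also: 0% = vehicle wells and 100% = reference agonist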
Efflux pump mplx – inhibitors of Candida antifungal efflux pumps expressed in yeast | S. cerevisiae Candida pump triplex, Nile Red efflux | inhibition, % at 10 µM | 330,000 compounds, 0.44% hits | AID 485275;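 active = plate passing quality check with inhibition over a set limit, or well fluorescence over plate mean plus 4 SD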;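 also: Nile Red retained in pooled yeast measured as flow cytometry median fluorescence; 0% = buffer negative control and 100% = Enniatin B positive control; higher means more Nile Red kept so more efflux inhibition; some compounds called inactive have numbers as strong as hits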
Yeast superoxide – lowers age-related superoxide in aged yeast cells | S. cerevisiae aged cells, superoxide DHE fluorescence; stronger effect = lower value | superoxide response (% of plate mean), % at 10 µM | 330,000 compounds, 0.18% hits;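 active = superoxide response under a set limit, about three screen SD below normal, cut at about 65% in these data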;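 also: yeast aged for seven days with compound at 30 °C before DHE staining; 100% = average MFI of all compound-treated wells on the plate with controls excluded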
CIT2 TOR yeast – alters CIT2-GFP fluorescence in TOR pathway yeast screen | 320,000 compounds, 0.065% hits | S. cerevisiae CIT2-GFP strain, flow cytometry, 3 h; 100 means same as DMSO wells | GFP response vs DMSO, % at 10 µM;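 active = GFP response relative to DMSO above a set limit, near the screen mean plus 3 SD, cut at about 150% in these data; inconclusive = Fewer than 70 cells measured for a yeast strain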;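 also: ratio of well median GFP fluorescence to mean of DMSO wells on the plate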
AGP1-GFP MLPCN – modulators of TOR pathway AGP1-GFP in S. cerevisiae; S. cerevisiae AGP1-GFP multiplex flow cytometry, 3 h; GFP as percent of DMSO wells; GFP response vs DMSO, % at 10 µM; 320,000 compounds, 0.02% hits;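 active = GFP response relative to DMSO above a set limit, near screen average plus 3 SD, cut at about 150% in these data; inconclusive = fewer than 70 cells counted for the yeast strain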;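 also: median GFP channel fluorescence of the gated AGP1 strain per well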
LAP4-GFP MLPCN – modulators of TOR pathway LAP4-GFP in S. cerevisiae. GFP response vs DMSO, % at 10 µM. S. cerevisiae LAP4-GFP multiplex, flow cytometry GFP, 3 h; median GFP as percent of DMSO wells. 320,000 compounds, 0.34% hits;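 active = GFP response vs DMSO above a set limit, about the screen mean plus 3 SD, cut at about 150% in these data; inconclusive = under 70 cell events counted for the yeast strain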
An asterisk follows results filed as active; ? = inconclusive; . = not tested or not shown; [ ] = remark or other dose.

SMILES	MEP2-GFP yeast	RPL19A-GFP yeast	AHR act	Efflux pump mplx	Yeast superoxide	CIT2 TOR yeast	AGP1-GFP MLPCN	LAP4-GFP MLPCN
CCCc1[nH]c(=O)c(C#N)c2c1CCCC2	100	101	1	0.3	97	101	99	102
CCCCn1c(CN2CCOCC2)nc2c1c(=O)n(C)c(=O)n2C	94	95	-2	0.1	99	94	95	102
Cc1ccc(/C(O)=C2\C(=O)C(=O)N(C)C2c2ccc(Br)cc2)cc1 (stereo not drawn)	100	99	-3	0.0	97	97	96	97
CCCCCCOc1ccc(/C(C)=N/NC2=NCCN2)cc1[N+](=O)[O-]	106	108	24	0.0	89	102	102	98
Cn1c(CNC(=O)CCNC(=O)c2cccc(Br)c2)cc(=O)n(C)c1=O	100	96	-1	-0.1	106	103	94	87
O=C(CCc1ccccc1)NNC(=O)COc1ccc(Cl)cc1	97	104	.	0.0	95	106	89	66
O=C(NCc1ccncc1)c1ccc(Cl)c(S(=O)(=O)N2CCCCC2)c1	98	98	2	0.3	106	109	89	92
Cc1onc(-c2ccccc2Cl)c1C(=O)NCCn1ccc2ccccc21	96	103	5	-0.2	75	101	102	100
Cc1ccc(NC2CCCN(C(=O)c3ccccn3)C2)cc1C (stereo not drawn)	108	103	6	0.2	95	102	107	112
O=C(c1cccc(Cl)c1)N1CCC(N2CCC(C(=O)N3CCCC3)CC2)CC1	98	96	-2	0.1	135	96	98	88
COCCCN(C(=O)c1cc(C)oc1C)c1c(N)n(CC(C)C)c(=O)[nH]c1=O	96	99	-1	-0.1	106	99	103	102
CCOc1ccc(C=NC23CN4CN(CN(C4)C2)C3)cc1	105	103	1	0.0	89	109	102	94
COc1ccc(F)c(CN2CCC(n3nccc3NC(=O)C3CCOC3)CC2)c1 (stereo not drawn)	96	98	3	-0.1	114	96	87	79
COc1ccc(CCNC(=O)C2CCCN(c3ncccn3)C2)cc1 (stereo not drawn)	95	88	4	-0.1	73	92	90	92
CCN(CC)C(=O)Cn1cc(S(=O)(=O)Cc2cccc([N+](=O)[O-])c2)c2ccccc21	107	95	1	0.0	100	101	100	102
CN(C)S(=O)(=O)c1ccc(Cl)c(-c2nnc3n2CCCCC3)c1	96	91	0	0.2	101	88	92	85
COC(=O)c1c(C)oc2ccc(NS(=O)(=O)c3cccs3)cc12	99	98	1	0.0	112	94	95	98
Cc1c(C(=O)N2CCCCC2)c(S(=O)(=O)N2CCN(c3ccc(F)cc3)CC2)c(C)n1C	100	101	3	0.0	99	107	104	109
CC(C)c1ccc(NCCC(=O)c2cccs2)cc1	109	93	-3	-0.1	113	97	107	120
COc1cccc(COC(=O)CSCC(=O)Nc2cccc(C)c2)c1OC	97	93	-1	0.1	90	91	106	112
CCN(CC)C(=O)CCCC(=O)N(CC)CC	107	102	2	0.0	86	102	107	108
CC(/C=N/n1cnnc1)=C\c1ccco1	117	98	0	0.0	87	110	109	108
O=C(Nc1ccccn1)c1cc(-c2cccnc2)nc2ccc(Br)cc12	159	109	18	-0.4	97	105	102	112
Cc1ccccc1OCCn1cc(C(=S)N2CCCC2)c2ccccc21	102	97	-1	0.0	94	96	97	.
CC(=Nc1ccc(C)cc1C)c1sc2ccccc2c1O	102	97	6	-0.2	107	86	96	116
CC(=O)Nc1ccc(S(=O)(=O)N(C)CC(=O)OCC(=O)N(CC(C)C)C2CCS(=O)(=O)C2)cc1 (stereo not drawn)	97	108	4	-0.1	79	102	117	120
Cc1cc(-c2nc(C)c(-c3nnc(SCC(=O)Nc4ccccc4)n3C)s2)no1	105	97	3	0.0	109	95	99	101
O=C(c1cc([N+](=O)[O-])ccc1Cl)N1CCN(Cc2ccc3c(c2)OCO3)CC1	99	94	0	0.0	106	93	96	108
CCOc1ccc(-n2c(SCC(=O)NC3CCS(=O)(=O)C3)nnc2-c2cccnc2)cc1 (stereo not drawn)	98	98	0	0.0	90	100	106	105
COc1ccnc(N=CNOCc2ccc(F)cc2Cl)c1C#N	118	102	0	-0.1	105	101	102	113
CSCCC1NC2(C(=O)Nc3ccc(Cl)cc32)[C@@H]2C(=O)N(C3CCCC3)C(=O)[C@H]12 (stereo partly drawn)	103	101	8	0.0	113	106	105	104
CC(C)c1cccc(C(C)C)c1NC(=O)COC(=O)c1ccc2c(c1)S(=O)(=O)c1ccccc1C2=O	97	100	-2	0.1	104	91	91	88
Cc1noc(C)c1NC(=O)N(C)C[C@H]1Oc2ccc(NC(=O)c3ccncc3)cc2C(=O)N([C@H](C)CO)C[C@@H]1C	?	?	0	-0.1	90	?	?	?
O=C(CSc1ncnc2ccccc12)NCc1ccc2c(c1)OCO2	97	97	10	-0.1	97	95	102	102
O=C(COC(=O)/C=C/c1ccc(F)cc1)Nc1cc(C(F)(F)F)ccc1N1CCOCC1	102	104	1	-0.1	99	107	104	91
CC1(C)C[C@@H]2C[C@@](C)(CN2C(=O)c2cc(COc3cccc(C(F)(F)F)c3)on2)C1	100	98	2	1.9	113	94	93	91
O=C(Nc1ccc(F)cc1F)c1cccnc1	106	102	0	0.0	114	99	93	92
COc1ccccc1CNC(=O)CN(c1ccc(C)cc1)S(=O)(=O)c1c(C)noc1C	104	97	28	-0.2	84	96	98	86
Cc1ccc(N(Cc2ccccc2)C(=O)c2cc(S(=O)(=O)N3CCOCC3)ccc2F)cc1	95	98	2	0.3	78	97	92	88
O=C(NNC(=S)Nc1ccccc1)c1cccc(Br)c1	106	100	32	-0.1	103	95	100	112
O=C(CCC(=O)c1cccs1)NCc1cccnc1	98	99	1	0.0	95	102	107	102
Cc1cccc(C)c1NC(=O)COC(=O)CCC(=O)c1cccs1	107	110	2	0.1	96	107	111	104
CCOC(=O)CSCc1nc(-c2ccc(Cl)cc2)oc1C	102	102	-6	0.1	99	94	102	101
NC(=O)CSc1nc2c(sc3ccccc32)c(=O)n1CCCC(=O)NCC1CCCO1 (stereo not drawn)	105	87	3	0.0	99	100	93	98
C=CCOc1nc(-c2ccccc2Cl)nc2ccccc12	116	104	25	-0.1	100	108	104	116
COc1ccc(CN2CN(S(=O)(=O)c3cccs3)c3nc4ccccc4nc32)cc1	100	103	4	0.2	97	90	103	108
CC1=CS/C(=C(/C#N)C(=O)N2CCCCC2)N1c1ccccc1	112	105	6	0.2	102	100	102	111
CC(C)(C)OC(=O)NCCc1nnc(SCc2c(Cl)cccc2Cl)o1	102	103	0	0.0	92	110	101	87
CCN(CC)CC(=O)N1c2ccccc2Sc2ccc(Cl)cc21	97	101	3	0.3	88	85	100	96
COc1ccc(C(=O)NCCS(=O)(=O)N2CCCCCC2)cc1	97	94	1	-0.1	101	98	100	89
COc1ccc(N2CC(C(=O)Nc3ccccc3C(=O)NCc3ccco3)CC2=O)cc1 (stereo not drawn)	94	96	-3	-0.2	98	88	96	.
N#C/C(=N\Nc1cccc(F)c1)C(=O)C1CC1	99	101	1	-0.1	105	98	103	114
Cn1c(=O)[nH]c(=O)c2c1nc(Br)n2CCSc1ncccn1	99	95	2	0.0	90	100	98	102
COc1ccc(C)cc1NS(=O)(=O)c1ccc2c(c1)NC(=O)C(C)S2 (stereo not drawn)	91	91	3	-0.2	102	98	93	90
COc1cc(NC(=O)C/C(C)=N/NC(=O)Cc2ccc(Cl)cc2)c(OC)cc1Cl	100	102	81*	-0.5	109	99	99	103
CNC(=O)Nc1ccc2nc(C)sc2c1	105	104	0	0.0	119	116	98	90
CCCN1C(=O)c2ccc(C(=O)NC3CCCCC3)cc2C1=O	102	103	7	0.2	91	95	103	99
Cc1ccc(-c2cc(-c3ccc(C)cc3O)[nH]n2)cc1	99	101	68*	0.2	103	101	95	99
COCCNC(=O)C(C)OC(=O)C1=Cc2ccccc2OC1 (stereo not drawn)	103	101	1	-0.1	80	101	105	109
O=C(COc1ccc([N+](=O)[O-])cc1)N1CCN(c2nnc(-c3ccccc3)c3ccccc23)CC1	102	99	2	0.0	89	100	111	107
(further entries)
SMILES	MEP2-GFP yeast	RPL19A-GFP yeast	AHR act	Efflux pump mplx	Yeast superoxide	CIT2 TOR yeast	AGP1-GFP MLPCN	LAP4-GFP MLPCN
Cc1cc(NS(=O)(=O)c2ccc(NC(=O)c3c(F)c(F)c(F)c(F)c3F)cc2)nc(C)n1	98	104	2	0.0	94	112	94	72
COc1cc(NS(=O)(=O)c2ccc(NC(=O)COc3ccccc3Cl)cc2)nc(OC)n1	105	107	-2	0.3	94	100	98	105
COc1cccc([C@@H]2CC=C(C(=O)O)[C@H](c3ccc(Cl)cc3)N2S(=O)(=O)c2ccc(C)cc2)c1	90	93	1	0.1	94	116	83	133
O=C(CC(O)(c1ccccc1)C(F)(F)F)c1cccs1 (stereo not drawn)	97	93	-1	0.0	90	88	88	106
CCOC(=O)CSc1nc2sc3c(c2c(=O)[nH]1)CC(C)(CC)OC3 (stereo not drawn)	90[may fluoresce red and violet]	?	3	0.4	110	?	?	?
Cc1ccc(SCC(=O)N/N=C/c2ccco2)cc1	108	104	2	-0.1	92	100	102	99
COc1ccccc1N1CCN(C(=O)CSc2ncnc3scc(-c4ccccc4)c23)CC1	103	97	7	-0.1	104	89	98	99
COc1c(Br)cc(Br)cc1/C=N/n1c(C)nnc1C	104	103	6	0.0	99	104	101	105
CCOC(=O)C(NC(=O)c1cccnc1)(Nc1cccc(C)n1)C(F)(F)F (stereo not drawn)	107	104	0	-0.2	110	108	107	98
O=C(Nc1ncccn1)c1cccc(F)c1	112	106	1	-0.1	96	106	106	100
COC(=O)Nc1nnc(-c2ccco2)s1	97	104	30	-0.2	82	105	111	105
O=C(OCCCCN1C(=O)c2ccccc2C1=O)c1n[nH]c2ccccc12	100	98	3	0.0	95	95	97	101
CCOc1cc(S(=O)(=O)N2CCC(C(N)=O)CC2)ccc1F	102	103	0	0.8	101	92	102	100
Cn1nc(C(C)(C)C)cc1NC(=O)Nc1ccc(Cl)cc1	114	102	8	-0.1	85	106	110	115
O=C(CCC(=O)N1CCN(c2ccc(F)cc2)CC1)c1ccc(Cl)cc1	98	93	4	-0.2	97	93	90	103
COC(=O)c1cccc(NC(=O)c2ccc(S(=O)(=O)N3CCN(C)CC3)cc2)c1	96	94	5	0.3	89	.	89	96
CNC(=O)c1c(C)noc1C	103	99	0	0.1	101	99	107	101
Cc1ccc(N(CC(O)Cn2c3ccccc3c3ccccc32)S(C)(=O)=O)cc1 (stereo not drawn)	105	99	6	-0.1	99	105	101	107
Oc1ccc(C2C[C@H]3CC[C@@H]2C3)cc1O (stereo partly drawn)	119	106	2	0.1	103	98	95	110
Clc1nc(Nc2ccc(N3CCOCC3)cc2)c2ccccc2n1	96	94	2	-0.2	99	99	113	109
COc1cc(C(=O)OC(C)CN2CCCC2)cc(OC)c1OC (stereo not drawn)	106	100	3	-0.1	94	.	107	104
CCOc1ccc(C(C(=O)NC2CCCCC2)N(C(=O)c2ccccn2)c2cccnc2)cc1 (stereo not drawn)	93	92	-1	0.0	88	96	100	109
CSc1ccccc1NC(=O)c1cc(C2CC2)on1	102	103	7	0.1	109	105	95	100
CCOc1ccccc1C(=O)NCC(=O)NNC(=O)CN(C)S(=O)(=O)c1ccc(Cl)cc1	92	91	6	-0.1	103	110	90	87

Some of these compounds in order of their number in LAP4-GFP MLPCN, highest first:
molecule,MEP2-GFP yeast,RPL19A-GFP yeast,AHR act,Efflux pump mplx,CIT2 TOR yeast,AGP1-GFP MLPCN,LAP4-GFP MLPCN
CCOc1ccc(C(C(=O)NC2CCCCC2)N(C(=O)c2ccccn2)c2cccnc2)cc1 (stereo not drawn),93,92,-1,0.0,96,100,109
COc1cc(C(=O)OC(C)CN2CCCC2)cc(OC)c1OC (stereo not drawn),106,100,3,-0.1,.,107,104
CCOc1ccccc1C(=O)NCC(=O)NNC(=O)CN(C)S(=O)(=O)c1ccc(Cl)cc1,92,91,6,-0.1,110,90,87
